# High-throughput results from PubChem.
# RGS4 inhibitor = blocks human RGS4-accelerated GTP hydrolysis | P49798 | Transcreener GDP fluorescence polarization, RGS4-accelerated GTP hydrolysis | Potency, µM (top dose mostly 114 µM), without a hit: at the highest dose activity change, negative = inhibition, hits mostly inhibitors | 0.039% of 390,000 active; note: % is set by controls: 0 for no effect and ±100 for the full control effect; nearly all actives have a fitted effect of over 75% in size; some results filed as inactive show a strong effect at the top dose
#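 MLSMR compounds (23 nl, pin-transferred) preincubated 10 min at room temperature with a 500nM (2x) first reagent, then RGS4 at 900nM (2x) plus Transcreener GDP mix added; fluorescence polarization (620/688 nm) read before and after 90 min at 30 °C.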
# ERG-DNA inh = inhibitors of human ERG Ets domain-DNA interaction | P11308 | fluorescence polarization, His-ERG Ets domain / labelled DNA | Potency, µM (titrated, usually from 76.9 µM), for inactives: at the highest dose FP activity, negative = inhibition, hits mostly inhibitors | 0.028% of 370,000 active | AID 624246; active = well fitted inhibition curve with a large enough effect in the polarisation, with a control signal flat; inconclusive = small, poorly fitted or top-dose-only effect, or effect the other way, or a change in a side signal; inactive = no such curve, though single readings can be large or run the other way; the % refers to the polarisation;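 note: polarization taken with two DNA probes labelled with fluorescein and Texas red; % of control where 0% means no effect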
# Target sequence (P11308 whole entry, looked up, the tested form may be a part): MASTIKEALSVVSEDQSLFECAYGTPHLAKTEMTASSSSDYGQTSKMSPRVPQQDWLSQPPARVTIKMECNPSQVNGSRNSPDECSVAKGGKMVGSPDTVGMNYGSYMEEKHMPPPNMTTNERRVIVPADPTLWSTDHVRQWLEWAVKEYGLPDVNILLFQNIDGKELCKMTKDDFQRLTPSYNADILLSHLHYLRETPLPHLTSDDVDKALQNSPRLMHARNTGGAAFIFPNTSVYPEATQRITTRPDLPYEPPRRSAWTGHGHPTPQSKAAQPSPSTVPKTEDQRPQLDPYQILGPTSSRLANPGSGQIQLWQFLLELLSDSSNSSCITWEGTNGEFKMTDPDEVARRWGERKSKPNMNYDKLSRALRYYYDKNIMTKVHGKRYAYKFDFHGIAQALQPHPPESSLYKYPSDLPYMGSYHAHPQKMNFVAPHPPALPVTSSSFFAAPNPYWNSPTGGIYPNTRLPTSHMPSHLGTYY
#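 His-tagged ERG Ets domain (1 uM in the protein solution; 300mM KCl, 50mM Tris-HCl, 1mM EDTA, 1mM DTT, pH 7.5) received compound, then a probe mix of 5 nM fluorescein-DNA and 100nM Texas-615-DNA. Fluorescence polarization was read for both dyes.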
# Tb PGK inh = T. brucei PGK inhibition; PGK/GAPDH coupled, Kinase-Glo luminescence, 60 min; Potency, µM (top dose mostly 57.5 µM), without a hit: at the highest dose activity change, negative = inhibition, actives largely listed as inhibitors; 0.043% of 380,000 active; AID 602233; note: % is set by controls: 0 for no effect and ±100 for the full control effect; nearly all actives have a fitted effect of over 60% in size
# Target sequence (P07378 whole entry, looked up): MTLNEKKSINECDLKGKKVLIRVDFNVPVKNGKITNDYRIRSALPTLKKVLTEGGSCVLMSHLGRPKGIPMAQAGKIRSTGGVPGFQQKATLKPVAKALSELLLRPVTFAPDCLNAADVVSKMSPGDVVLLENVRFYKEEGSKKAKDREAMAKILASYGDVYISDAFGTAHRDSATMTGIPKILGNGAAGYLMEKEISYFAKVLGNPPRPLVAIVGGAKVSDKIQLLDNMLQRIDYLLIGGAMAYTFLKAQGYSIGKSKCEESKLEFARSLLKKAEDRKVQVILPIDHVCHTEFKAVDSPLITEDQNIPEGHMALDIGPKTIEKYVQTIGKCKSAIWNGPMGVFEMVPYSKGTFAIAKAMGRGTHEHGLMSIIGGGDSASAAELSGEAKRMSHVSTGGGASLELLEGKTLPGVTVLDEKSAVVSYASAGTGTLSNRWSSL
#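 Recombinant glycosomal PGK reaction used 1,3-bisphosphoglycerate generated in-well by GAPDH (100nM final) in 100mM TEA pH 7.6, 5mM MgCl2, 0.01% Tween-20. After 60 minutes at room temperature, ATP was read by Kinase-Glo Plus luminescence end-point.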
# GLS inh = blocks human kidney-isoform glutaminase activity; GLS enzymatic activity, qHTS titration; 0.21% of 410,000 active; Potency, µM (doses to about 45.5 µM), for inactives: at the highest dose activity change, negative = inhibition, most hits filed as inhibitors; O94925; note: % is set by controls: 0 for no effect and ±100 for the full control effect
#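 Compounds were pin-transferred onto hKGA, after which L-glutamine (1 mM solution) and a detection mix of glutamate oxidase, HRP and Amplex Red were added. Initial and 30 min RT fluorescence reads were collected.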
# ALOX12 inh = blocks human arachidonate 12S-lipoxygenase; P18054; purified 12hLO, xylenol orange hydroperoxide absorbance; AID 1671190; Potency, µM (titrated, usually from 108 µM), without a hit: at the top dose activity change, negative = inhibition, hits mostly inhibitors; 1.1% of 580,000 active; note: % is set by controls: 0 for no effect and ±100 for the full control effect
#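 Purified human 12hLO at 150 nM in 25 mM Hepes, 0.01% Triton X-100, pH 7.0, preincubated 15 min at room temperature with compound. Reaction started with 40 uM arachidonic acid, 30 min at room temperature. Hydroperoxide measured by Fe-xylenol orange, 573/405 nm absorbance ratio.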
# HP1b chromo inh = blocks HP1-beta chromodomain binding to methylated histone tails. AID 540317. AlphaScreen HP1-beta / biotin-H3K9me3 peptide binding. Potency, µM (series often up to 114 µM), without a hit: at the highest dose activity change, negative = inhibition, usual class: inhibitors. 0.56% of 390,000 active; note: nearly all actives have a fitted effect of over 70% in size; inactives centre near 23
#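 AlphaScreen: HP1-beta (50 nM) preformed 30 min with biotin-H3(1-18)K9me3 peptide (50 nM) in PBS pH 7.4, 0.01% Tween-20. Compound added for 30 min at RT, then streptavidin donor/nickel chelate acceptor beads (10 ug/mL) for 30 min.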
# JMJD2A Tudor = JMJD2A Tudor domain (human) inhibition; O75164; AlphaScreen JMJD2A-Tudor / H3K4me3 peptide binding; Potency, µM (titrated, usually from 114 µM), inactives show at the highest dose activity change, negative = inhibition, most hits filed as inhibitors; 4.4% of 390,000 active; note: % is set by controls: 0 for no effect and ±100 for the full control effect; nearly all actives have a fitted effect of over 50% in size
# Pin1 inh = human Pin1 inhibition; 0.009% of 390,000 active; Potency, µM (top dose mostly 115 µM), without a hit: top-dose activity, negative = inhibition, most hits filed as inhibitors; AID 504891; Q13526; Pin1 FP peptide displacement, HiFluor488, 10 min; active = well fitted inhibition curve with a large enough effect in the polarisation, with a control signal flat, not every such curve was filed as active; inconclusive = small, poorly fitted or top-dose-only effect, or effect the other way, or a change in a side signal; inactive = no such curve, though single readings can be large or run the other way; the % refers to the polarisation; note: % is set by controls: 0 for no effect and ±100 for the full control effect
# Target sequence (Q13526 whole entry, looked up): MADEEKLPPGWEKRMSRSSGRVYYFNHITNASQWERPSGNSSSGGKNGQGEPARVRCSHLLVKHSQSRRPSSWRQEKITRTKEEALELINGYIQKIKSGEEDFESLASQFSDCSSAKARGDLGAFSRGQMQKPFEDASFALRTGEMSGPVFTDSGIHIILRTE
# rTrxR1 inhibitor = rat TrxR1 inhibition; recombinant rTrxR1, NADPH fluorescence consumption, selenite substrate; O89049; 1% of 390,000 active; Potency, µM (series often up to 114 µM), for inactives: at the top dose activity change, negative = inhibition, usual class: inhibitors; AID 588453; note: % is set by controls: 0 for no effect and ±100 for the full control effect; nearly all actives have a fitted effect of over 65% in size
#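 Rat TrxR1 (90 nM in the dispensed reagent) was pre-reduced with 400 uM NADPH for 5 min at room temperature, then incubated with compound for 15 min. After 400 uM selenite was added, NADPH fluorescence (Ex 340/Em 450 nm) was followed for 8 min.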
# * marks the source's active call; other numbers are inactive results; i = inactive; ? = inconclusive; . = no result given; & = joins results of further samples; [ ] = another dose, or the depositor's remark. Unless noted, calls come from the whole dose curve; as a rule, active = well fitted curve in the direction sought with a large enough effect; inconclusive = small, poorly fitted or top-dose-only effect, or another doubt; inactive = no such curve, though single readings can be large; an effect the other way counts as inactive or inconclusive. Potency is the fitted concentration of half-maximal effect. Only part of the results is shown; rates above refer to the full screens.
mol,RGS4 inhibitor,ERG-DNA inh,Tb PGK inh,GLS inh,ALOX12 inh,HP1b chromo inh,JMJD2A Tudor,Pin1 inh,rTrxR1 inhibitor
CCN1/C(=C/C=C/c2sc3ccccc3[n+]2CC)Sc2ccccc21,-5%,51%[activator],?,9%&12%,-39%[12.5 µM],26%,-1%,0%,15%
CCOC(=O)CCCc1ccc(/C(C)=N/NC(=S)NC)cc1,-16%,5%,5%,14%,0%,?,-24%,4%,-6%
Cc1nn(CC(=O)N2CCOCC2)c(=O)c2nn(-c3ccccc3)c(C)c12,30%,-2%,3%,2%,7%,26%,-1%,7%,25%
COCCCn1ccc(O)c(Cc2ccc(F)cc2)c1=O,-13%,3%,-1%,6%,59%[activator],41%,0%,7%,13%
CC(c1ccccc1)C(CC(=O)O)C(=O)NC1CCCCC1 (stereo not given),-17%,-7%,-2%,-5%,-16%,75%[activator],-6%,-9%,15%
COc1ccc(C(=O)N(C)C2CCN(C)CC2)cc1S(=O)(=O)Nc1cc(Cl)ccc1Cl,5%,2%,i,-1%,.,46%,2%,-1%,19%
COc1ccc(CNC(=O)Nc2cc(C)ccc2C)cc1,-1%,-3%,6%,-3%,-11%,37%,-7%,10%,22%
COc1cc(C(=O)NCCC(=O)NCc2ccc3c(c2)OCO3)cc(OC)c1OC,20%,-1%,-8%,-1%,-1%,10%,-6%,0%,12%
CC1Sc2ccc(S(=O)(=O)N3CCN(c4cccc(Cl)c4)CC3)cc2NC1=O (stereo not given),15%,1%,-9%,-2%,1%,-4%[57 µM],-30%,14%,33%
O=C1CC(Sc2nnc(-c3ccccc3O)o2)C(=O)N1c1ccccc1 (stereo not given),-9%,.,.,20%,-4%,5%,?,0%,?
Cc1ccccc1NC(=O)C1C2CCCC1C2c1ccccc1 (stereo not given),-3%,-3%,0%,9%,-15%,20%,1%,0%,5%[57.1 µM]
CN(CC(=O)Nc1cccc(F)c1)C(=O)C1CC(=O)N(Cc2ccccc2)C1 (stereo not given),1%,11%,-3%,1%,1%,29%,1%,-14%,20%
O=C(Nc1ccc(C(=O)OCc2cc(=O)n3ccsc3n2)cc1)c1cccc(F)c1,-14%,-1%,i,-14%,-8%,45%,-7%,-1%,3%[57.1 µM]
O=C(NN1CCN(Cc2ccccc2Cl)CC1)c1ccc(Cl)cc1,0%,-7%,-10%,9%,18%,24%,-7%,3%,14%[57.1 µM]
CC(=O)Nc1ccc(S(=O)(=O)NC2CC(=O)N(c3ccc(C)cc3)C2)cc1 (stereo not given),18%,1%,i,2%,-4%,1%,-8%,-12%,11%[57.1 µM]
COCCCNC(=O)Nc1ccc2c(c1)N(C)C(=O)CS2,1%,-2%,-7%,-5%,0%,48%[activator],-15%,4%,22%[57.1 µM]
O=C(NCCc1c[nH]c2ccccc12)c1c(Cl)nc2sccn12,4%,0%,7%,4%,4%,21%,-23%,22%,-7%
Cc1ccc(N(Cc2cc3ccccc3[nH]c2=O)C(=O)c2cccc(Cl)c2)cc1,20%,4%,-9%,-6%,-3%,-8%,-27%,-8%,24%
CC(Oc1ccccc1)C(=O)NNS(=O)(=O)c1ccc([N+](=O)[O-])cc1 (stereo not given),-10%,3%,-12%,27%,-9%,-11%,?,5%,-2%
CC(C)(C)NC(=O)C1Cc2ccccc2CN1C(=O)Nc1ccccc1Cl (stereo not given),0%,-17%,1%,1%,-4%,27%,-3%,1%,-4%[57.1 µM]
C#CCOCCOCCOCCNc1nc(N2CCOCC2)nc(N2CCN(C(=O)[C@H](Cc3cc4ccccc4[nH]3)n3cc([C@@H](N)C(C)CC)nn3)CC2)n1 (stereo not given in full),-9%,1%,11%,1%,1%,21%,?,-4%,?
COc1cccc(N2C(=O)C(CC(=O)Nc3ccc(Cl)cc3)N(Cc3ccc4c(c3)OCO4)C2=O)c1 (stereo not given),1%,1%,-10%,0%,?,11%,-25%,10%,16%
OCCN(CC#CCC(O)(c1ccccc1)C1CCCC1)CCO (stereo not given),24%,2%,-6%,-9%,-7%,9%,-9%,-4%,11%[57.1 µM]
CCOCCCNC(=O)C(c1ccc(C)cc1)N(Cc1ccc2c(c1)OCO2)C(=O)c1ccc(NC(C)=O)cc1 (stereo not given),-8%,-16%,2%,8%,3%,24%,-5%,0%,2%
C=CCN(C(=O)CCS(=O)(=O)c1cccc2nsnc12)c1ccccc1,-13%,-3%,i,-10%,?,3%,-23%,-9%,?
COc1ccc(Cn2c(=O)[nH]c3cc(C(=O)Nc4ccc(N5CCN(C)CC5)cc4)ccc32)cc1,-32%,.,-8%,27%,-5%,-38%,?,-10%,-17%
CCOC(=O)N1CCC(NC(=O)CCC(=O)N2CCOc3ccc(Cl)cc32)CC1,8%,16%,i,-3%,0%,12%,-16%,0%,37%[activator][57.1 µM]
O=C(c1cc2nc(-c3ccco3)cc(C(F)(F)F)n2n1)N1CCN(c2ccc(F)cc2)CC1,-24%,.,-3%[11.5 µM],16%,-4%,0%,?,12%,-15%
COc1ccc(N2CC(C(=O)NCc3n[nH]c(=O)c4ccccc34)CC2=O)cc1 (stereo not given),-8%,7%,-1%,-12%,-25%,22%,-3%,-2%,10%
Cn1c(CNc2ccc(Cl)cc2)nnc1SCc1ccccc1,28%,-5%,i,26%,-1%,30%[activator],-16%,-9%,2%

# (listing goes on)
mol,RGS4 inhibitor,ERG-DNA inh,Tb PGK inh,GLS inh,ALOX12 inh,HP1b chromo inh,JMJD2A Tudor,Pin1 inh,rTrxR1 inhibitor
Cc1ccc(NC(=S)NCC(C)C)cc1,22%,-11%,4%,17%,?,16%,-6%,4%,-10%
COc1c(C(CC(C)C)OC(C)=O)ccc2c1C(=O)OCc1cc(C)cc(O)c1O2 (stereo not given),7%,14%,-2%,8%,-19%,25%,-33%,11%,0%
COc1cc(/C=N/n2nnnc2N)ccc1OCC#N,-17%,2%,i,-2%,-19%,27%,1%,7%,4%
COc1ccc(Cl)cc1C(=O)O/N=C(\N)c1ccc(Cl)cc1,-16%,10%,i,-13%,-2%,52%[activator],6%,-2%,11%[57.1 µM]
CCc1sc(C(=O)NNC(=O)CNC(=O)c2ccccc2F)cc1C,6%,0%,-2%,19%,-20%,34%[activator],-4%,-6%,23%
COc1ccc(CCNC(=O)C(=O)NCc2ccccc2C)cc1OC,-5%,5%,2%,2%,-4%,26%,-8%,4%,4%[57.1 µM]
COc1ccccc1NC(=O)N1CCCC1C(=O)NCc1ccc(F)cc1 (stereo not given),9%[56.9 µM],3%,-4%,-5%,5%,53%[activator],-6%[57.1 µM],0%,7%
Cc1cc(C(=O)COC(=O)c2n[nH]c(=O)c3ccccc23)c(C)n1C,-12%,-3%,i,-3%,12%,15%,-25%,1%,10%
Oc1ccccc1C1C=C(c2ccc3c(c2)OCO3)NC(c2c(F)cccc2Cl)N1 (stereo not given),-10%,.,.,.,.,10%,?,?,-23%
Cc1ccc(N(CC(=O)NCc2ccco2)C(=O)CCC(=O)Nc2nccs2)cc1,-22%,-2%,-1%,2%,-15%,19%,-6%,14%,11%
CC(C)CC(=O)NC(=S)Nc1cc(C(=O)O)ccc1Cl,-21%,-2%,-1%,14%,-29%,29%,-8%,0%,?
CSCCC(NC(=O)C1CCC(C)CC1)C(=O)OCC(=O)c1ccc(Cl)cc1 (stereo not given),20%,0%,-5%,-9%,-5%,13%,-1%,0%,-1%[57.1 µM]
CN1CCC(N(C)C(=O)/C(C#N)=C/c2ccc(OC(F)F)cc2)CC1,-11%,-1%,-5%,-15%,33%[activator],43%[activator],-4%,3%,-21%
COc1ccc(CCNC(=O)CCC(=O)N2CCN(S(=O)(=O)c3ccccc3)CC2)cc1OC,0%,-8%,i,0%,0%,21%,-7%,-1%,24%
Cc1ccc(S(=O)(=O)N2CCC(=O)N(C(COCc3cccc(C)c3)C(C)C)CC2)cc1 (stereo not given),13%,10%,9%,0%,?,59%[activator],-9%,-4%,6%
Cn1cc(Br)c(-c2cccc(NC(=O)CCCC(=O)O)c2)n1,-3%,-6%,-5%,0%,50%[activator],31%,5%,-3%,10%
N#Cc1nc(/C=C/c2ccc(F)cc2)oc1NC1CCCCC1,-2%,-4%,.,1%,?,30%,-26%,-15%,8%
COc1ccccc1C(=O)NCCc1nc2ccccc2n1C,-2%,13%,6%,-6%,0%,38%,3%,2%,-9%
COC(=O)c1sc2ccccc2c1NC(=O)c1ccc(S(=O)(=O)N2CCC(C)CC2)cc1,-19%,-3%,0%,5%,1%,37%[activator],-13%,2%,16%
O=C(c1ccc(Cl)cc1)c1ccc(CN2C(=O)c3ccccc3C2=O)o1,2%,6%,-7%,3%,0%,31%[activator],-12%,23%,1%[57.1 µM]

# Part of the list above in a different format:
# Screens in order: RGS4 inhibitor, ERG-DNA inh, Tb PGK inh, GLS inh, ALOX12 inh, HP1b chromo inh, JMJD2A Tudor, Pin1 inh, rTrxR1 inhibitor
- COC(=O)c1sc2ccccc2c1NC(=O)c1ccc(S(=O)(=O)N2CCC(C)CC2)cc1
 : -19%, -3%, 0%, 5%, 1%, 37%[activator], -13%, 2%, 16%
- CN1CCC(N(C)C(=O)/C(C#N)=C/c2ccc(OC(F)F)cc2)CC1
 : -11%, -1%, -5%, -15%, 33%[activator], 43%[activator], -4%, 3%, -21%
